Screens as filed in PubChem.
hIAP activ: increases human intestinal alkaline phosphatase activity; P09923; purified human IAP, CDP-Star luminescence, 30 min; stronger effect = higher value; 1 = vehicle-only enzyme, 0 = enzyme-free background; activation factor at 10 µM; hit rate 0.16% among 330,000;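 active means activation factor of the enzyme at least 2-fold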; further: the source names both 10 and 20 µM as test concentration; values of inactives mirror those of a sister screen read the other way
Target sequence (P09923 whole entry, looked up): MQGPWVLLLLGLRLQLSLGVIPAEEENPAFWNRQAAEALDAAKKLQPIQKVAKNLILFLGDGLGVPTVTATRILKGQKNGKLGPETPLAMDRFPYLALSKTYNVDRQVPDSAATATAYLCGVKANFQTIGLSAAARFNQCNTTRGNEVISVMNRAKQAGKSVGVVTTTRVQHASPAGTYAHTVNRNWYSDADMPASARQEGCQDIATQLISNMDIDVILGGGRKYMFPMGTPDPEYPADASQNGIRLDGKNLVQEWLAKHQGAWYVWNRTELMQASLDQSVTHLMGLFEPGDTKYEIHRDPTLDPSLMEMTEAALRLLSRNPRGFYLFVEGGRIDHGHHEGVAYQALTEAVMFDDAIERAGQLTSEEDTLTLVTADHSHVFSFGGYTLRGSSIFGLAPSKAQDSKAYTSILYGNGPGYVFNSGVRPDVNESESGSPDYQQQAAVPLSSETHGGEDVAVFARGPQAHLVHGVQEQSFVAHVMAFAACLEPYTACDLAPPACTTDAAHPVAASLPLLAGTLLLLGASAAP
APOBEC3G inh: inhibitors of human APOBEC3G DNA deaminase | Q9HC16 | recombinant A3G, ssDNA deamination FAM/TAMRA fluorescence | inhibition, % at 20 µM | hit rate 0.28% among 330,000 | AID 493012;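 active means inhibition of at least 40% at 20 µM, with no more than 30% in the related APOBEC3A deaminase screen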;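 further: plate controls were DMSO wells with A3G for no effect and wells lacking A3G enzyme for full effect; some compounds called inactive have numbers as strong as hits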
MPTP inh: blocks calcium-induced mitochondrial swelling | isolated mouse mitochondria, Ca2+ swelling absorbance, 30 min | inhibition, % at 10 µM | hit rate 1.4% among 360,000 | AID 602449;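 active means inhibition of 50% or more, scaled per plate between neutral and stimulator controls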;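 further: 0% = DMSO wells given calcium and 100% = 1 mM EGTA wells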
beta cell repl: inducers of beta-cell replication in MIN6 cells; MIN6 cells proliferation, ATPlite luminescence, 48 h; cells starved in 0.2% serum; 100% = growth in 10% serum; proliferation, % at 10 µM; hit rate 0.29% among 330,000; AID 2380;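 active means compounds whose signal lies at least 3.5 SD above the mean of all wells on their plate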;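 further: 0% = DMSO-treated cells in low-serum medium and 100% = 10% serum control; some compounds called inactive have numbers as strong as hits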
mIAP inh: mouse IAP inhibition; hit rate 0.2% among 330,000; AID 2806; purified mouse IAP, CDP-Star luminescence, 30 min; inhibition, % at 10 µM;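 active means inhibition of at least 40% at 10 µM in the primary screen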;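 further: plate controls were DMSO with enzyme for no effect and no enzyme wells for full effect; values of inactives mirror those of a sister screen read the other way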
hIAP inh: blocks human intestinal alkaline phosphatase; P09923; purified IAP, CDP-Star luminescence, 30 min; inhibition, % at 10 µM; hit rate 0.12% among 330,000;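 active means inhibition reaching a set limit with compound at 10 µM in the primary screen, cut at about 35% in these data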;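 further: plate controls were DMSO wells with enzyme for no effect and no-enzyme buffer wells for full effect; values of inactives mirror those of a sister screen read the other way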
NR3A LBD binder: modulates the human NR3A ligand-binding domain | hit rate 2.5% among 340,000 | AID 1259313 | Tm shift relative to glycine control, % at 25 µM | NR3A LBD differential scanning fluorimetry, Tm shift; 0% = protein alone, 100% = glycine-bound protein;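 active means melting temperature shift of at least 10% of the positive control shift, at one fixed dose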
mIAP activ: increases mouse intestinal alkaline phosphatase activity | muIAP, CDP-Star luminescence, 30 min; stronger effect = higher value; 1 = vehicle-only enzyme signal, 0 = enzyme-free wells | activation factor at 10 µM | hit rate 0.24% among 330,000 | AID 2805;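 active means activation factor of at least 2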; further: the source names both 10 and 20 µM as test concentration; values of inactives mirror those of a sister screen read the other way
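System: mouse IAP enzyme. Reagent: CDP-Star chemiluminescent phosphatase substrate. Benchmarks: DMSO wells, no-enzyme wells. Times: 30 min enzyme-substrate-compound incubation at room temperature. Detection: luminescence from enzymatic CDP-Star hydrolysis. Doses: test compounds delivered from DMSO solution.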
APOBEC3A inh: blocks human APOBEC3A ssDNA deamination. recombinant A3A, FAM/TAMRA ssDNA deamination fluorescence. inhibition, % at 20 µM. hit rate 0.41% among 330,000;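 active means at least 40% inhibition at 20 µM here, with at most 30% in a related deaminase screen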;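 further: plate controls were A3A with DMSO for no effect and wells lacking A3A enzyme for full effect; some results filed as inactive read as strong as hits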
Target sequence (P31941 whole entry, looked up): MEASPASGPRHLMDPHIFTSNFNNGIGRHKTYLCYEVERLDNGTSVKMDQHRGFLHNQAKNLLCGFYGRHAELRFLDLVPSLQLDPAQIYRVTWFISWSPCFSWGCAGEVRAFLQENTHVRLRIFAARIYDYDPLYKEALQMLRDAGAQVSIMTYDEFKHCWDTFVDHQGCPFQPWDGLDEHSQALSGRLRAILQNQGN
* = called active by the depositor.

`COc1ccc(NC(=S)NNC(=O)c2ccccc2OC(F)F)cc1` gave hIAP activ 1.9, APOBEC3G inh -4, MPTP inh 1.4, beta cell repl -2, mIAP inh 7, hIAP inh -94, NR3A LBD binder 0, mIAP activ 0.93 and APOBEC3A inh -1.
Cc1ccc(NC(=O)COC(=O)c2ccc(-n3nc(C)cc3C)cc2)c(F)c1 was read as hIAP activ 0.89, APOBEC3G inh 3, MPTP inh -0.9, beta cell repl -2, mIAP inh -2, hIAP inh 11, NR3A LBD binder 3, mIAP activ 1 and APOBEC3A inh 5.
For Cc1c(C(=O)N2CCC(C)CC2)oc2ccc3c(c12)C(O)CC1(CCCCC1)O3 (stereo unspecified) the results were hIAP activ 1, APOBEC3G inh -2, MPTP inh 0.7, beta cell repl -8, mIAP inh -5, hIAP inh -2, NR3A LBD binder 2, mIAP activ 1.1 and APOBEC3A inh -3.
Screening CCOC(=O)c1c(SCC(=O)Nc2nc(C)cs2)nc(=O)[nH]c1C returned hIAP activ 1.2, APOBEC3G inh -2, MPTP inh 1.0, beta cell repl 1, mIAP inh 2, hIAP inh -16, NR3A LBD binder -2, mIAP activ 0.98 and APOBEC3A inh -3.
For Cc1ccnc(NC(=O)c2ccccc2NC(=O)c2ccccc2)c1 the results were hIAP activ 1.2, APOBEC3G inh 5, MPTP inh -0.8, beta cell repl 2, mIAP inh -5, hIAP inh -22, NR3A LBD binder 0, mIAP activ 1.1 and APOBEC3A inh 1.
`Cc1ccc(SCCN2C(=O)NC(C)(C)C2=O)cc1` gave hIAP activ 1.1, APOBEC3G inh -8, MPTP inh -1.4, beta cell repl -1, mIAP inh 4, hIAP inh -6, NR3A LBD binder -1, mIAP activ 0.96 and APOBEC3A inh -9.
Nc1ccccc1C(=O)N/N=C1\C2CN3CCN(C2)CC1(c1ccccc1)C3 was read as hIAP activ 1.2, APOBEC3G inh 1, MPTP inh -1.8, beta cell repl -3, mIAP inh 5, hIAP inh -16, NR3A LBD binder 1, mIAP activ 0.95 and APOBEC3A inh 10.
CCOc1ccc(C(=O)NCC(=O)Nc2ncccc2C)cc1OCC was read as hIAP activ 1, APOBEC3G inh 24, MPTP inh 0.5, beta cell repl 1, mIAP inh -3, hIAP inh -4, NR3A LBD binder 0, mIAP activ 1 and APOBEC3A inh 2.
C/C(=N\Nc1cccc(C(F)(F)F)c1)c1ccc(O)cc1 was read as hIAP activ 0.98, APOBEC3G inh -15, MPTP inh -1.0, beta cell repl -4, mIAP inh -8, hIAP inh 2, NR3A LBD binder 3, mIAP activ 1.1 and APOBEC3A inh -7.
`COC(=O)NNC(=O)COc1ccc2ccccc2c1Br` gave hIAP activ 0.95, APOBEC3G inh -4, MPTP inh 0.1, beta cell repl 0, mIAP inh 16, hIAP inh 5, NR3A LBD binder -1, mIAP activ 0.84 and APOBEC3A inh -3.
For CCOC(=O)c1ccccc1NC(=O)c1ccc(F)cc1 the results were hIAP activ 0.95, APOBEC3G inh 1, MPTP inh 0.8, beta cell repl -1, mIAP inh 8, hIAP inh 5, NR3A LBD binder -18, mIAP activ 0.92 and APOBEC3A inh 1.
For Cc1ccc2c(c1)N(C(=O)CCC(=O)NCCCN(C)Cc1ccccc1)CCO2 the results were hIAP activ 1.1, APOBEC3G inh -9, MPTP inh -2.2, beta cell repl 0, mIAP inh 0, hIAP inh -6, NR3A LBD binder -2, mIAP activ 1 and APOBEC3A inh 19.
Screening CC(C)(C)NS(=O)(=O)c1ccc(NC(=S)NC(=O)C2CC2)cc1 returned hIAP activ 1.3, APOBEC3G inh -8, MPTP inh -0.6, beta cell repl 1, mIAP inh -2, hIAP inh -30, NR3A LBD binder -1, mIAP activ 1 and APOBEC3A inh -4.
Screening Cn1c(NCc2c[nH]c3ccccc23)nc2ccccc21 returned hIAP activ 1, APOBEC3G inh -3, MPTP inh -0.5, beta cell repl 0, mIAP inh -12, hIAP inh -4, NR3A LBD binder -7, mIAP activ 1.1 and APOBEC3A inh 4.
CCn1c(=NC(=O)CS(=O)(=O)c2ccccc2)sc2cccc(OC)c21 was read as hIAP activ 1, APOBEC3G inh -3, MPTP inh -2.1, beta cell repl -7, mIAP inh 5, hIAP inh -2, NR3A LBD binder 1, mIAP activ 0.95 and APOBEC3A inh -4.
Screening CC1CCN(S(=O)(=O)c2cccc(-c3nnc(-c4cccnc4)o3)c2)CC1 returned hIAP activ 0.9, APOBEC3G inh -3, MPTP inh 0.3, beta cell repl -2, mIAP inh 4, hIAP inh 10, NR3A LBD binder 1, mIAP activ 0.96 and APOBEC3A inh -4.
CCN(CC)c1c([N+](=O)[O-])c(=O)n(C)c2ccccc12 was read as hIAP activ 1.2, APOBEC3G inh -7, MPTP inh -3.7, beta cell repl 1, mIAP inh 1, hIAP inh -16, NR3A LBD binder 1, mIAP activ 0.99 and APOBEC3A inh 35.
Screening CC(=O)c1ccc(-n2c(CCC(=O)O)ccc2-c2ccc(Br)cc2)cc1 returned hIAP activ 0.96, APOBEC3G inh -10, MPTP inh 0.9, beta cell repl -3, mIAP inh 7, hIAP inh 4, NR3A LBD binder -1, mIAP activ 0.93 and APOBEC3A inh -3.
For Cc1ccnc(NC(=O)CCC(=O)N(CC(=O)NCc2ccc(F)cc2)Cc2ccco2)c1 the results were hIAP activ 1.1, APOBEC3G inh -5, MPTP inh -1.4, beta cell repl 0, mIAP inh 0, hIAP inh -12, NR3A LBD binder -1, mIAP activ 0.99 and APOBEC3A inh -1.
COc1ccc(C)cc1NC(=O)C1CC1c1ccccc1 (stereo unspecified) was read as hIAP activ 1, APOBEC3G inh -1, MPTP inh 2.7, beta cell repl 0, mIAP inh 2, hIAP inh 0, NR3A LBD binder 2, mIAP activ 0.98 and APOBEC3A inh 2.
Screening CCOc1ccccc1-n1c(SCC(=O)N2CCOCC2)nc2ccccc2c1=O returned hIAP activ 1.1, APOBEC3G inh -2, MPTP inh -1.3, beta cell repl -5, mIAP inh -8, hIAP inh -12, NR3A LBD binder 3, mIAP activ 1.1 and APOBEC3A inh -2.
Screening COc1ccccc1NC(=O)NCCc1ccccc1 returned hIAP activ 1.1, APOBEC3G inh -7, MPTP inh -3.6, beta cell repl 0, mIAP inh 3, hIAP inh -13, NR3A LBD binder 4, mIAP activ 0.97 and APOBEC3A inh -5.
O=C(CSc1nc(-c2ccc(F)cc2)cs1)NCC1CCCO1 (stereo unspecified) was read as hIAP activ 1, APOBEC3G inh -3, MPTP inh 0.5, beta cell repl 1, mIAP inh 3, hIAP inh -1, NR3A LBD binder 1, mIAP activ 0.97 and APOBEC3A inh -2.
Screening CC(NC(=O)C1CC=CCC1C(=O)O)C1CC2CCC1C2 (stereo unspecified) returned hIAP activ 1, APOBEC3G inh -4, MPTP inh 0.7, beta cell repl -3, mIAP inh 0, hIAP inh 0, NR3A LBD binder 0, mIAP activ 1 and APOBEC3A inh -3.
Cc1ccc(CNC(=O)CCCOc2cc(=O)n(C)c3ccccc23)o1 was read as hIAP activ 0.98, APOBEC3G inh -4, MPTP inh 0.6, beta cell repl 3, mIAP inh -2, hIAP inh 2, NR3A LBD binder -1, mIAP activ 1 and APOBEC3A inh -1.
`COC(=O)Cc1ccc(N(Cc2ccccc2F)S(=O)(=O)c2ccc(Cl)cc2)cc1` gave hIAP activ 0.98, APOBEC3G inh -8, MPTP inh 11, beta cell repl -2, mIAP inh 3, hIAP inh 2, NR3A LBD binder -1, mIAP activ 0.97 and APOBEC3A inh -2.
`Cc1nc(-c2ccccc2)nc2[nH]ccc(=O)c12` gave hIAP activ 0.93, APOBEC3G inh -5, MPTP inh 0.4, beta cell repl -1, mIAP inh 5, hIAP inh 7, NR3A LBD binder 10*, mIAP activ 0.95 and APOBEC3A inh -5.
`Cc1cc(-c2ccccc2)nc2oc(C(=O)NN)c(N)c12` gave hIAP activ 1, APOBEC3G inh -1, MPTP inh 0.5, beta cell repl 0, mIAP inh 9, hIAP inh -2, NR3A LBD binder 0, mIAP activ 0.91 and APOBEC3A inh 1.
`O=C(CCCc1ccccc1)N=C1SC2CS(=O)(=O)CC2N1c1ccccc1` (stereo unspecified) gave hIAP activ 1.1, APOBEC3G inh -3, MPTP inh -0.6, beta cell repl 0, mIAP inh 8, hIAP inh -10, NR3A LBD binder 1, mIAP activ 0.92 and APOBEC3A inh 0.
For CC1=C(C(=O)OC(C)C)C(c2cccs2)n2ncnc2N1 (stereo unspecified) the results were hIAP activ 0.96, APOBEC3G inh 2, MPTP inh 0.2, beta cell repl -4, mIAP inh 3, hIAP inh 4, NR3A LBD binder 2, mIAP activ 0.97 and APOBEC3A inh 0.
For CCOC(=O)C(NC(=O)c1ccc(Cl)cc1Cl)(Nc1ccc(C)cc1)C(F)(F)F (stereo unspecified) the results were hIAP activ 0.93, APOBEC3G inh -4, MPTP inh 3.0, beta cell repl -4, mIAP inh -2, hIAP inh 7, NR3A LBD binder 0, mIAP activ 1 and APOBEC3A inh -4.
CC(=O)Oc1ccc2ccccc2c1C(NC(=O)Cc1ccccc1)c1ccccc1Cl (stereo unspecified) was read as hIAP activ 0.86, APOBEC3G inh -3, MPTP inh 7.2, beta cell repl -6, mIAP inh -1, hIAP inh 14, NR3A LBD binder -1, mIAP activ 1 and APOBEC3A inh 3.
For COc1ccc(C(=O)N/C(=C\c2cn(C)c3ccccc23)C(=O)N2CCN(C)CC2)cc1 the results were hIAP activ 1.2, APOBEC3G inh -1, MPTP inh 0.8, beta cell repl 0, mIAP inh -1, hIAP inh -17, NR3A LBD binder -1, mIAP activ 1 and APOBEC3A inh -4.
NC(=O)C1CCN(C(=O)CCSc2ccc(Cl)cc2)CC1 was read as hIAP activ 0.9, APOBEC3G inh -6, MPTP inh -1.1, beta cell repl -3, mIAP inh 0, hIAP inh 10, NR3A LBD binder 0, mIAP activ 1 and APOBEC3A inh -2.
`CC1(C)CC(c2nc(-c3ccc(Cl)cc3)cs2)CCS1` (stereo unspecified) gave hIAP activ 1, APOBEC3G inh -6, MPTP inh 78*, beta cell repl -5, mIAP inh 2, hIAP inh -3, NR3A LBD binder 3, mIAP activ 0.98 and APOBEC3A inh -5.
Screening COc1ccc(-n2c(SCC(=O)Nc3ccc4c(c3)OCO4)nc3c(c2=O)SCC3)cc1 returned hIAP activ 1.1, APOBEC3G inh 2, MPTP inh -2.2, beta cell repl -2, mIAP inh -17, hIAP inh -6, NR3A LBD binder 0, mIAP activ 1.2 and APOBEC3A inh 3.
CSCC(C)N1CCC(n2nccc2NC(=O)CCCc2ccccc2)CC1 (stereo unspecified) was read as hIAP activ 1.3, APOBEC3G inh -7, MPTP inh -0.7, beta cell repl 4, mIAP inh -7, hIAP inh -28, NR3A LBD binder -1, mIAP activ 1.1 and APOBEC3A inh -2.
Screening O=C(CSc1nc2ccc(Cl)cc2[nH]1)NCCc1ccc(Cl)cc1 returned hIAP activ 1.1, APOBEC3G inh -9, MPTP inh 69*, beta cell repl -3, mIAP inh 15, hIAP inh -12, NR3A LBD binder 2, mIAP activ 0.85 and APOBEC3A inh -1.
For Cc1ccc(C)c(N2CCN(C(=O)CCS(=O)(=O)c3ccc4c(c3)NC(=O)CO4)CC2)c1 the results were hIAP activ 1, APOBEC3G inh 3, MPTP inh 1.1, beta cell repl -1, mIAP inh -3, hIAP inh 0, NR3A LBD binder -3, mIAP activ 1 and APOBEC3A inh 0.
